# G9a inh – G9a (human) methyltransferase inhibition | Q96KQ7 | G9a H3K9 monomethylation, AlphaScreen, 2 h | Potency, µM (series often up to 102 µM), without a hit: top-dose activity, negative = inhibition, most hits filed as inhibitors | hit rate 8.8% among 350,000 | AID 504332; further: potency means the concentration at half of the fitted maximal effect; on the % scale 0 is the no-effect control and ±100 the full control effect; nearly all actives have a fitted effect of over 75% in size
# Target sequence (Q96KQ7 913-1193 limits assumed): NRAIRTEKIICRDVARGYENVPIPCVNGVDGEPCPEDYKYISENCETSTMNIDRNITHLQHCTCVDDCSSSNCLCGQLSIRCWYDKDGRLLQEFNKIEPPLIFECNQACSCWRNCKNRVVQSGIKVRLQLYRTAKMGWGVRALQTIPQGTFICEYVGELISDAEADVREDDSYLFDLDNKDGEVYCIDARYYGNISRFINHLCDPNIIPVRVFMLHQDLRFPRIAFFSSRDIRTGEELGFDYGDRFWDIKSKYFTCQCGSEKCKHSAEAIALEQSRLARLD
#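 Signal arises when biotinylated H3K9 peptide, once monomethylated, bridges streptavidin donor and antibody-captured acceptor beads. Enzyme at 20 nM was preincubated 15 min with test compounds; peptide 500 nM and SAM 20 uM then reacted for 2 h.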
# RGS4 inhibitor – inhibitors of human regulator of G protein signaling 4; P49798; Transcreener GDP fluorescence polarization, RGS4-accelerated GTP hydrolysis; Potency, µM (doses to about 114 µM), for the others: at the highest dose activity change, negative = inhibition, hits mostly inhibitors; hit rate 0.039% among 390,000; AID 504845; further: potency means the concentration at half of the fitted maximal effect; on the % scale 0 is the no-effect control and ±100 the full control effect; nearly all actives have a fitted effect of over 75% in size; some results filed as inactive show a strong effect at the top dose
#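 MLSMR compounds (23 nl, pin-transferred) preincubated 10 min at room temperature with a 500nM (2x) first reagent, then RGS4 at 900nM (2x) plus Transcreener GDP mix added; fluorescence polarization (620/688 nm) read before and after 90 min at 30 °C.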
# PI4K2A inh – blocks human PI4K2A kinase activity; AID 1346378; activity change, negative = inhibition, % at 76.9 µM; hit rate 0.13% among 420,000; purified PI4K2A, ADP-Glo luminescence, 1 h; stronger effect = lower value; in the data active means activity change below about -50%; inconclusive means mostly about -30% to -49%;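 further: -100% = wells without enzyme as full effect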
#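 Compounds are screened against recombinant PI4K2A using PI as substrate and ATP, the latter dispensed at 300 microM. Reactions run one hour at ambient temperature before ADP-Glo detection; full inhibition defined by wells lacking enzyme.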
# JMJD2A Tudor – JMJD2A Tudor domain (human) inhibition; O75164; AlphaScreen JMJD2A-Tudor / H3K4me3 peptide binding; Potency, µM (titrated, usually from 114 µM), for the others: at the highest dose activity change, negative = inhibition, usual class: inhibitors; hit rate 4.4% among 390,000; further: potency means the concentration at half of the fitted maximal effect; on the % scale 0 is the no-effect control and ±100 the full control effect; nearly all actives have a fitted effect of over 50% in size
# ALOX12 inh – ALOX12 (human) lipoxygenase inhibition; P18054; purified 12hLO, xylenol orange hydroperoxide absorbance; Potency, µM (series often up to 108 µM), for the others: at the highest dose activity change, negative = inhibition, hits mostly inhibitors; hit rate 1.1% among 580,000; AID 1671190; further: potency means the concentration at half of the fitted maximal effect; on the % scale 0 is the no-effect control and ±100 the full control effect
# Target sequence (P18054 whole entry, looked up): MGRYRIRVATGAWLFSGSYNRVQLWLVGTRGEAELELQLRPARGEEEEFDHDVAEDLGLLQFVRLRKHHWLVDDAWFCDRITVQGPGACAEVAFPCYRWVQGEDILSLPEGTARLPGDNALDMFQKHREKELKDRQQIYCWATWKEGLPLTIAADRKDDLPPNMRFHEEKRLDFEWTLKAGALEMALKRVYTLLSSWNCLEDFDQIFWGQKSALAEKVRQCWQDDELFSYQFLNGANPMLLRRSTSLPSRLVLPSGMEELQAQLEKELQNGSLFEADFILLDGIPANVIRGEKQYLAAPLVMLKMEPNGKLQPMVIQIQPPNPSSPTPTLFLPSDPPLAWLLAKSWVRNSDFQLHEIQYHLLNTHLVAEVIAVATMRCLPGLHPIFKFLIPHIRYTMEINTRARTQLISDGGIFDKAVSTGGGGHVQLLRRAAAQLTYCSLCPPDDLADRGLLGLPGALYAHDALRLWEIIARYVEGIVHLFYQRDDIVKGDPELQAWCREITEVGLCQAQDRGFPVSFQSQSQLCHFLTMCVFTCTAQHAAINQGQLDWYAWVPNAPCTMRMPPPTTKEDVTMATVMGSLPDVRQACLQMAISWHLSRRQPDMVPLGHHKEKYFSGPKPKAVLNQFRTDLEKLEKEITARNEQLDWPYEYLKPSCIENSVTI
#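 Hydroperoxide product was detected by ferrous iron/xylenol orange as the 573 to 405 nm absorbance ratio. Arachidonic acid at 40 uM (final) was turned over for 30 min at room temperature by 150 nM human 12hLO, pH 7.0 Hepes buffer, after 15 min compound preincubation.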
# ERG Ets-DNA blk – blocks human ERG Ets domain binding to DNA | hit rate 0.028% among 370,000 | Potency, µM (titrated, usually from 76.9 µM), for the others: at the highest dose FP activity, negative = inhibition, actives largely listed as inhibitors | fluorescence polarization, His-ERG Ets domain / labelled DNA | P11308; active means well fitted inhibition curve with a large enough effect in the polarisation, with a control signal flat; inconclusive means small, poorly fitted or top-dose-only effect, or effect the other way, or a change in a side signal; inactive means no such curve, though single readings can be large or run the other way; the % refers to the polarisation;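 further: polarization taken with two DNA probes labelled with fluorescein and Texas red; potency means the concentration at half of the fitted maximal effect; % of control where 0% means no effect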
#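 His-tagged ERG Ets domain (1 uM in the protein solution; 300mM KCl, 50mM Tris-HCl, 1mM EDTA, 1mM DTT, pH 7.5) received compound, then a probe mix of 5 nM fluorescein-DNA and 100nM Texas-615-DNA. Fluorescence polarization was read for both dyes.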
# HP1b binding inh – blocks HP1-beta chromodomain binding to methylated histone tails | P83916 | hit rate 0.56% among 390,000 | AlphaScreen HP1-beta / biotin-H3K9me3 peptide binding | Potency, µM (titrated, usually from 114 µM), without a hit: at the top dose activity change, negative = inhibition, most hits filed as inhibitors | AID 540317; further: potency means the concentration at half of the fitted maximal effect; nearly all actives have a fitted effect of over 70% in size; inactives centre near 23
#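 Compound inhibition of the preformed complex between 50 nM HP1-beta and 50 nM biotinylated H3K9me3 peptide was read by AlphaScreen. Buffer was PBS pH 7.4 with 0.01% Tween-20. Incubations ran 30 min at room temperature, with 10 ug/mL donor/acceptor beads.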
# BAZ2B inh – blocks human BAZ2B | AlphaScreen BAZ2B-H3K14Ac peptide displacement | Potency, µM (doses to about 114 µM), inactives show top-dose activity change, negative = inhibition, hits mostly inhibitors | hit rate 4.4% among 360,000; further: potency means the concentration at half of the fitted maximal effect; on the % scale 0 is the no-effect control and ±100 the full control effect; nearly all actives have a fitted effect of over 60% in size
#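 Protein-peptide AlphaScreen: BAZ2B 50 nM, b-H3K14Ac 50 nM, 1x PBS pH 7.4 + 0.01% Tween-20. Preincubation 30 min RT; cpd 30 min RT (top 110 uM); beads 20 min RT, light-protected.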
# GLS inh – inhibitors of human glutaminase (GLS). O94925. GLS enzymatic activity, qHTS titration. Potency, µM (top dose mostly 45.5 µM), inactives show top-dose activity change, negative = inhibition, actives largely listed as inhibitors. hit rate 0.21% among 410,000. AID 624170; further: potency means the concentration at half of the fitted maximal effect; on the % scale 0 is the no-effect control and ±100 the full control effect
#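 Two-point fluorescence kinetic (t0, 30 min RT) for hKGA; glutamate detected via glutamate oxidase–HRP–Amplex Red. Substrate: 1 mM L-glutamine solution; buffer 45 mM KH2PO4, pH 8.2.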
# Active calls of the source: *; u = inconclusive; x = no result given; [ ] = another dose, or the depositor's remark. Unless noted, the call rests on the fitted dose curve; in most records, active means well fitted curve in the direction sought with a large enough effect; inconclusive means small, poorly fitted or top-dose-only effect, or another doubt; inactive means no such curve, though single readings can be large; an effect the other way counts as inactive or inconclusive.
ERG Ets-DNA blk	RGS4 inhibitor	GLS inh	SMILES	ALOX12 inh	G9a inh	BAZ2B inh	PI4K2A inh	HP1b binding inh	JMJD2A Tudor
1%	5%	6%	CCOC(=O)c1[nH]cnc1C(=O)O	u	-93%[12.7 µM]	20µM*	-1	-9%	2µM*
-5%	29%[11.4 µM]	1%	CC1CCN(C(=O)C2CCCN(c3ncnc4c3nc3n4CCCCC3)C2)CC1 (configuration not stated)	2%	27%	-1%	-8	32%	-5%
-8%	-2%	4%	COc1ccc(CCNC(=O)c2cccnc2SC)cc1	-1%	-3%	x	1	27%	7%
8%	-11%	1%	COC(=O)[C@@]1(Cc2ccc(F)cc2)[C@H]2c3cc(C(=O)N(C)C)n(Cc4nc5ccccc5[nH]4)c3C[C@H]2CN1C(=O)c1ccccc1	18%	50µM*	u	-1	-2%	u
2%	-29%	5%	CC1(C)CC(=O)C(C=Nc2ccc(C(=O)c3ccccc3)cc2N=CC2=C(O)CC(C)(C)CC2=O)=C(O)C1	u	40µM*	u	-2	32%	-34%
6%	-32%[11.4 µM]	10%	Cc1cc(C)nc(SCC(=O)Oc2ccc3oc(=O)cc(C)c3c2)n1	0%	50µM*	-10%	0	-15%	-14%[11.4 µM]
-3%	-15%	-1%	Cc1ccc(S(=O)(=O)n2ccc(=O)[nH]2)cc1	25%	-41%[59 µM]	-5%	0	53%[activator]	-24%
-1%	-6%	-2%	Cc1ccc(C(C)C)cc1OCC(=O)Nc1ccc(N2CCCCC2)cc1	u	16µM*	28µM*	5	u	u
x	6%	-14%	COc1cccc(C2NC(=O)NC(C)=C2C(=O)OCCSC)c1OC (configuration not stated)	-15%	x	x	-1	19%	-10%
-3%	-7%	-5%	Cc1ccc(Cn2nnc3c(=O)n(Cc4ccccc4C)cnc32)cc1	10%	u	-3%	-2	55%[activator]	-6%
3%	-4%	-6%	CC(C)CNS(=O)(=O)c1ccc(S(=O)(=O)N2CCCN(Cc3ccccc3)C2)cc1	26%	-4%	-5%	3	20%	-3%
-12%	-2%	1%	CCN(CC(=O)Nc1c(F)cccc1F)C(=O)c1ccc(Sc2nncn2C)c([N+](=O)[O-])c1	14%	-4%	-4%	2	21%	-8%
-13%	-53%	4%	C/C(N)=C(/C#N)C(=O)COc1ncnc2ccccc12	9%	-1%[59 µM]	4%	0	20%	-29%
2%	-6%	-1%	CCC(C)c1ccc(OCC(=O)Nc2ccc(CN3CCOCC3)cc2)cc1 (configuration not stated)	455%[activator]	1%	u	2	24%	-10%
7%	-15%	0%	Cc1nn(C)cc1S(=O)(=O)Nc1cccc(Cl)c1	0%	u	3%	3	-10%	-14%
-7%	-12%	-1%	O=C(O)c1ccc(C(=O)Nc2cccc3ccccc23)c(C(=O)O)c1	u	x	-26%	-3	13%	-27%
7%	4%	-8%	Cc1nc(-c2ccccc2)sc1-c1nnc(C2CC2)o1	18%	103%[activator]	22%	-2	76%[activator]	24%
-4%	-3%	3%	Cn1cc(Br)c(C(=O)Nc2nccs2)n1	10%	-45%	-26%	2	27%	-17%
9%	-2%	1%	CCOc1ccc(C(=O)COC(=O)c2c(-c3ccccc3)noc2C)cc1	-14%	22%[2.33 µM]	23%	-7	54%[activator]	28%
-7%	10%[11.4 µM]	1%	Cc1ccc(CNC(=O)CCn2c(=O)oc3ccccc32)cc1	-5%	8%	0%	1	54%[activator]	-1%[11.4 µM]
-3%	1%	-3%	Cc1sc(=NC(=O)c2ccco2)n(C)c1-c1ccc(F)cc1	-2%	12%	3%	-10	25%	-2%
0%	-6%	-3%	COc1cc2c(cc1OC)C(C)N(C(=O)c1cccs1)CC2 (configuration not stated)	0%	1%[59 µM]	-6%	1	19%	-4%
-13%	u	-11%	CCOC(=O)c1sc(=S)n(-c2ccccc2OC)c1N	u	u	u	-8	u	u
1%	19%	-3%	O=C1OCCN1C(=O)[C@H]1[C@H](c2ccc(F)cc2)C(c2cccc(Cl)c2)=NN1c1ccccc1	-10%	211%[activator][59 µM]	x	-2	131%[activator]	67%[activator]
1%	7%	36%[activator]	Cc1cc(=O)[nH]c(SCC(=O)Nc2ccc(N3CCCCC3)cc2)n1	-4%	x	x	-6	16%	-27%
-1%	-13%[56.9 µM]	-6%	CCc1cccc(NS(=O)(=O)c2ccc3c(c2)NC(=O)CC(=O)N3)c1	-14%	-25%	-1%	-4	36%	-6%
5%	0%	-2%	COC(=O)[C@]1(CC(C)C)N[C@H](c2ccc(-c3ccc(C(C)=O)cc3)cc2)[C@@H]2C(=O)N(C)C(=O)[C@@H]21	16%	x	x	-2	36%	4%
-4%	2%	35%	Nn1cc(-c2ccccc2)nc1SCC(=O)NCCN1C(=O)CSC1=O	-20%	-16%[59 µM]	x	3	23%	-3%
5%	-2%[11.4 µM]	-6%	CC(C)(C)OC(=O)C1C(=O)CC(C)(O)C(C(=O)OC(C)(C)C)C1c1ccco1 (configuration not stated)	1%	-14%[59 µM]	2%	7	46%[activator]	10%[57.1 µM]
13%	-20%	6%	CN(C)S(=O)(=O)c1ccc(Cl)c(NC(=O)COC(=O)/C=C/c2ccco2)c1	-10%	u	56µM*	-2	14%	-20%
-1%	3%	4%	CC(C)(C)S(=O)(=O)c1cnc2c(S(=O)(=O)c3ccccc3)cnn2c1N	-3%	u	u	0	25%	-12%
-2%	-13%	-17%	Cc1cc(NC(=O)CSCc2ccccc2C)no1	-14%	u	-29%	4	44%[activator]	-1%
u	13%	-14%	Cn1c(=O)c2c(nc(SCC(=O)Nc3ccc(OC(F)(F)F)cc3)n2Cc2cccc(C(F)(F)F)c2)n(C)c1=O	-18%	-15%[59 µM]	-16%	4	8%	-2%
3%	9%	4%	c1ccc2nc(SCc3cn4ccccc4n3)cnc2c1	-11%	-44%	-13%	2	29%	-8%
-5%	7%	-1%	C#CCOCCOCCOCCNc1nc(N2CCN(C(=O)[C@H](CCC(=O)O)n3cc(C(N)CC(C)C)nn3)CC2)nc(N2CCN(C(=O)[C@H](CCC(=O)O)n3cc(C(N)[C@H](C)CC)nn3)CC2)n1 (some centres not stated)	x	-133%[59 µM]	50µM*	-1	27%	79µM*
2%	-21%	0%	CCOc1ccccc1-c1noc(CCC(=O)NC2CCCCC2)n1	-7%	24%	-6%	1	13%	6%
11%	9%	5%	COc1ccc(OC)c(NC(=O)CSc2cn(CC(=O)N3CCCCCC3)c3ccccc23)c1	-8%	u	-24%	-2	23%	-25%
9%	13%	3%	Cc1cc(C)cc(OCC(=O)OCC(=O)NC2CCCCCC2)c1	9%	-1%[59 µM]	-1%	-1	22%	-6%
1%	-40%	34%[activator]	Cc1cc(=O)[nH]c2c(N=Nc3ccc(O)cc3)c(N)nn12	-21%	u	3%	-1	-2%	-28%
1%	-15%	-4%	CCOC(=O)C1CCCN(C(=O)c2cc3c(-c4cccc(OC)c4)nn(C)c3s2)C1 (configuration not stated)	-3%	-50%[59 µM]	-4%	-1	12%	-19%
-2%	-8%	16%	Cc1nn(-c2ccccc2)c2c1N(CCCC(=O)NCc1ccc(N(C)C)cc1)C(=O)CS2	-16%	u	u	-1	-18%	56µM*
-2%	5%	-2%	CCN(CC)CCCNC(=S)N(Cc1cccnc1)Cc1cc2cc(C)ccc2[nH]c1=O	-1%	x	-17%	7	15%	-17%
2%	-30%	2%	Cc1ccc(C)c(N2CCN(CCCNC(=O)Nc3ccc(Cl)cc3)CC2)c1	u	-41%[59 µM]	u	1	0%	-24%
13%	12%	7%	CN(CC(=O)Nc1ccc(Cl)cc1F)C1CCS(=O)(=O)C1 (configuration not stated)	3%	2%[59 µM]	-8%	1	35%	-21%
-7%	-44%	-4%	Cc1cccc(NC(=O)c2cc(-c3ccco3)nc3ccccc23)n1	28µM*	32µM*	u	1	34%	-26%
x	-15%	19%	NS(=O)(=O)c1ccc(CCNC2CC(=O)N(Cc3ccccc3)C2=O)cc1 (configuration not stated)	6%	-21%[59 µM]	8%	-3	35%	-8%
-2%	-33%	-3%	O=C1C2C3c4ccccc4C(c4ccccc43)C2C(=O)N1Cc1ccco1 (configuration not stated)	6%	u	0%	5	44%[activator]	-19%
1%	-9%	4%	COc1ccc(N(CC(=O)NCCc2ccccc2)C(=O)c2csnn2)cc1OC	0%	-3%	-9%	-2	33%	-29%
-2%	-12%	20%	CNC(=S)N/N=C(\C)c1ccc2c(c1)OCO2	13%	u	u	-3	10%	-33%
28%	-17%	1%	CNc1c(C(=O)O)ccc2c1C(=O)c1ccccc1C2=O	1%	14µM*	35µM*	-7	45µM*	-31%
-5%	-52%	8%	O=[N+]([O-])c1ccc(S(=O)(=O)Nc2nc3ccccc3nc2Nc2ccccc2)cc1	0%	u	u	1	-19%	-15%[11.4 µM]
10%	u	u	CC1=NN(c2ccc(C(=O)O)cc2)C(=O)/C1=C\c1ccc(OC(=O)c2cccs2)cc1	u	32µM*	u	u	-8%	-6%[11.4 µM]
3%	-37%	0%	Cn1c(=O)c([N+](=O)[O-])c(Cl)c2ccccc21	0%	-29%	-8%	-10	11%	-5%

# A portion of the library, so the mix of outcomes need not match the whole.
